A-T KAP1 phos: potential ataxia-telangiectasia treatment; […] A-T fibroblasts, KAP-1 phosphorylation AlphaLISA; neocarzinostatin DNA damage 30 min before lysis; Potency, µM (titrated, usually from 57.5 µM), without a hit: top-dose activation, most hits filed as activators; 320,000 tested, 0.19% active; further: potency means the concentration at half of the fitted maximal effect; % of control where 0% means no effect; nearly all actives have a fitted effect of over 45% in size
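ATM-like activity read as KAP-1 phosphorylation via AlphaLISA donor/acceptor antibody pairs after lysis and 6 hr at 25C. Cells were ATM-null patient fibroblasts ([…], hTERT), dosed 60 min, then exposed to the DSB inducer NCS for 30 min.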
TCR activator: T cell receptor activation | primary human leukocytes, anti-CD3, IL-2 HTRF, 48 h | Potency, µM (highest dose often 9.22 µM), for the others: at the top dose activation of IL-2 secretion, usual class: activators | 330,000 tested, under 10 active | AID 504894; further: % of control where 0% means no effect
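Using a-CD3 beads without co-stimulation, primary human leukocytes were exposed to compounds for 48 hr. An HTRF IL-2 kit measured the cytokine, with europium-to-d2 energy transfer producing emission at 665nm upon 320nm excitation.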
TRPV1 agonist: activates the human vanilloid receptor TRPV1; Q8NER1; TRPV1-expressing cells, Fluo-8 calcium influx, agonist mode; activation, % at 8.33 µM; 320,000 tested, 0.19% active; AID 540275; in the data active means activation above about 80%; inconclusive means between about 30% and that limit; further: 0% is about no effect
Target sequence (Q8NER1 whole entry, looked up): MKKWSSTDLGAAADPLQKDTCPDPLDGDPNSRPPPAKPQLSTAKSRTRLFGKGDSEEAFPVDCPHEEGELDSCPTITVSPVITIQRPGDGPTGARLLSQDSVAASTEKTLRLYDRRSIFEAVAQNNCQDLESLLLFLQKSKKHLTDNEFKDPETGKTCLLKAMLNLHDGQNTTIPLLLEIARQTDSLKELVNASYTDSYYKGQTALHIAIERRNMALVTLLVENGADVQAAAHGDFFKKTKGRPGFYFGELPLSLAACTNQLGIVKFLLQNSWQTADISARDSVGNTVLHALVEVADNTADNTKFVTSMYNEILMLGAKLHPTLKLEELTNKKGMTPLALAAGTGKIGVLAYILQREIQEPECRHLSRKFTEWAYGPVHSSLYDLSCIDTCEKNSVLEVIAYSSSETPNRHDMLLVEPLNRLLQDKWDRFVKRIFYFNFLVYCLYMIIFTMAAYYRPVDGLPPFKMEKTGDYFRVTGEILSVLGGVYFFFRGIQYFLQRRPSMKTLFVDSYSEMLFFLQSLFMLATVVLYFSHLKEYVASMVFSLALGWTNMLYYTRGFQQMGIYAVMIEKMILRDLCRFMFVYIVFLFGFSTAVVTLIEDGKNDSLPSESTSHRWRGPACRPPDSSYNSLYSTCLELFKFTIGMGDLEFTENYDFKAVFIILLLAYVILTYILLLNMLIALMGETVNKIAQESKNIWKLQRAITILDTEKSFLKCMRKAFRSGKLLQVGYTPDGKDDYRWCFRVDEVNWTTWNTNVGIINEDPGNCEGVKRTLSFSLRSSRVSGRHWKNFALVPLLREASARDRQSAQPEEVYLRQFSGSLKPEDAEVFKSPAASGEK
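Fluo-8 calcium influx in TRPV1-expressing cells, kinetic read (ex 480/em 520 nm). Compound added and read 3 min for agonist activity, followed by capsaicin at EC20 final and 2 min further read for enhancement.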
p53 reactivation: restores transcriptional activity of mutant p53; H1299 p53-A138V BP100-luciferase reporter, luminescence, 24 h; Potency, µM (series often up to 92.2 µM), for inactives: at the top dose activity change, positive = activation, actives largely listed as activators; 320,000 tested, 0.063% active; further: potency means the concentration at half of the fitted maximal effect; % of control where 0% means no effect; nearly all actives have a fitted effect of over 45% in size
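p53-null H1299 cells stably carrying temperature-sensitive p53-A138V and a BP100-luciferase reporter were pinned with compounds (4-point, 1:5 series) and held 24 hrs at 37 deg C. Luminescence was read 10 min after detection reagent.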
CXXC DNA block: inhibitors of human MLL CXXC domain-DNA interaction; MLL-CXXC / FITC-HOXA9 DNA fluorescence polarization; Potency, µM (series often up to 115 µM), without a hit: at the highest dose activity change, negative = inhibition, usual class: inhibitors; Q03164; 290,000 tested, 0.037% active; active means well fitted inhibition curve with a large enough effect in the polarisation, with a control signal flat, not every such curve was filed as active; inconclusive means small, poorly fitted or top-dose-only effect, or effect the other way, or a change in a side signal; inactive means no such curve, though single readings can be large or run the other way; the % refers to the polarisation; further: potency means the concentration at half of the fitted maximal effect
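Purified MLL-CXXC (added from a 7 uM solution) was preincubated 5 min at ambient with pinned compounds in 50 mM Tris-HCl pH 7.5, 50 mM NaCl, 1 mM DTT, 0.05% BSA. Fluorescein-labeled HOX-A9 DNA (50 nM solution) followed, 30 min, then polarization read.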
TSG101-PTAP inh: blocks PTAP/TSG101 interaction to inhibit HIV-1 budding | Fluorescence polarization, FITC-PTAP peptide / Tsg101 binding | AID 493005 | 340,000 tested, under 10 active | Potency, µM (titrated, usually from 115 µM), for inactives: top-dose activity change, negative = inhibition, hits mostly inhibitors | Q99816; active means well fitted inhibition curve with a large enough effect in the main read-out, with a control signal flat, not every such curve was filed as active; inconclusive means small, poorly fitted or top-dose-only effect, or effect the other way, or a change in a side signal; inactive means no such curve, though single readings can be large or run the other way; further: potency means the concentration at half of the fitted maximal effect; % of control where 0% means no effect
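Fluorescence polarization binding of Tsg101 binding domain (10 uM final) to FITC-labeled PTAP peptide (50 nM final) in HEPES pH 7.5 buffer with NaCl, Tween 20, EDTA, TCEP. Compounds added before peptide; binding 20 min at RT.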
a7 integrin act: integrin-mediated muscular dystrophy alleviation activation | alpha7betagal myoblasts, beta-gal FDG fluorescence, 48 h | Potency, µM (doses to about 38.3 µM), for inactives: at the top dose activation, hits mostly activators | 350,000 tested, 0.064% active | AID 624291;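 further: potency means the concentration at half of the fitted maximal effect; 100% = response of the positive control SU9516; nearly all actives have a fitted effect of over 60% in size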
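Alpha7betagal+/- myoblasts (passage 13) were plated 16-24 hr, then exposed to compounds (1:260 dilution of DMSO stock) for 48 hours at 37C. After MPER lysis, β-galactosidase reporter activity was read as FDG fluorescence (ex 480/em 540) after 30 minutes.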
ELG1 repair inh: blocks ELG1-dependent DNA repair in HEK293T cells. HEK293T ELG1-luciferase reporter, luminescence, 16 h; DNA damage induced by 5-fluorouridine. Potency, µM (top dose mostly 46.1 µM), inactives show at the top dose activity change, negative = inhibition, hits mostly inhibitors. 330,000 tested, 2.3% active; further: potency means the concentration at half of the fitted maximal effect; on the % scale 0 is the no-effect control and ±100 the full control effect; nearly all actives have a fitted effect of over 55% in size
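In this reporter screen, reduction of luminescence relative to DMSO vehicle indicated activity. Compounds and 5-fluorouridine were added together to 2,000 cells per well, incubated for 16 hr at 37 °C, then developed with ONE-Glo.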
B2AR arrestin: agonists driving beta-arrestin recruitment to human beta2-adrenergic receptor. Potency, µM (doses to about 46.1 µM), for the others: at the top dose activation, usual class: activators. 330,000 tested, 0.02% active. beta-arrestin recruitment to beta2AR, cell-based reporter. P07550. AID 492947;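 further: potency means the concentration at half of the fitted maximal effect; 0% = DMSO controls and full agonism = EC100 isoproterenol or metaproterenol; nearly all actives have a fitted effect of over 65% in size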
BRCA1 expr act: activators of BRCA1 expression; MCF7-BRCA1-FFLuc reporter, luminescence, 48 h; response scale: scaled: vehicle 0%, 10 µM genistein 100%; Potency, µM (titrated, usually from 46.1 µM), inactives show at the highest dose activation, actives largely listed as activators; 380,000 tested, 1.1% active; AID 624202; further: potency means the concentration at half of the fitted maximal effect; nearly all actives have a fitted effect of over 80% in size; some results filed as inactive show a strong effect at the top dose
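48 h compound treatment of MCF7-BRCA1-FFLuc cells (phenol-red free MEM, 37 °C), then 15 min with luciferase substrate and luminescence imaging.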
Numbers without * were called inactive; u = inconclusive; x = not tested or not shown; [ ] = remark or other dose. Unless noted, the call rests on the fitted dose curve; in most records, active means well fitted curve in the direction sought with a large enough effect; inconclusive means small, poorly fitted or top-dose-only effect, or another doubt; inactive means no such curve, though single readings can be large; an effect the other way counts as inactive or inconclusive.

The opening 6 compounds (preview)
SMILES	A-T KAP1 phos	TCR activator	TRPV1 agonist	p53 reactivation	CXXC DNA block	TSG101-PTAP inh	a7 integrin act	ELG1 repair inh	B2AR arrestin	BRCA1 expr act
Cc1ccc(C(CC(=O)O)NC(=O)c2ccc(S(=O)(=O)N3CCCC3)cc2)cc1 (stereo not given)	-9%	1%	0	-6%	x	-3%	17%	1%	-0.4%	-13%
COc1ccc(CNC(=O)COC(=O)c2ccc(C)c(S(=O)(=O)N3CCOCC3)c2)cc1OC	3%	x	u	3%	x	2%	-14%	u	0.0%	-3%
Oc1ccccc1C1=NCCNC(C(F)(F)C(F)F)=C1	-10%	3%	0	0%	3%	-4%	-4%	-5%	-0.1%	3%
O=C(NCCS(=O)(=O)NCCCc1ccccc1)c1ccccc1	-2%	-13%	-2	1%	x	-7%	0%	8%	-0.1%	10%
Cc1ccc(S(=O)(=O)N2CCOCC2)cc1C(=O)Nc1c(C)n(C)n(-c2ccccc2)c1=O	-2%	2%	3	3%	1%	-3%	u	13%	0.0%	4%
O=C(O)CC/C(=C\c1ccc(N2CCOCC2)c([N+](=O)[O-])c1)c1nc2ccccc2s1	-9%	0%	2	-4%	-8%	2%	-21%	17%	-0.1%	-20%

Results, repeating the preview:
SMILES	A-T KAP1 phos	TCR activator	TRPV1 agonist	p53 reactivation	CXXC DNA block	TSG101-PTAP inh	a7 integrin act	ELG1 repair inh	B2AR arrestin	BRCA1 expr act
Cc1ccc(C(CC(=O)O)NC(=O)c2ccc(S(=O)(=O)N3CCCC3)cc2)cc1 (stereo not given)	-9%	1%	0	-6%	x	-3%	17%	1%	-0.4%	-13%
COc1ccc(CNC(=O)COC(=O)c2ccc(C)c(S(=O)(=O)N3CCOCC3)c2)cc1OC	3%	x	u	3%	x	2%	-14%	u	0.0%	-3%
Oc1ccccc1C1=NCCNC(C(F)(F)C(F)F)=C1	-10%	3%	0	0%	3%	-4%	-4%	-5%	-0.1%	3%
O=C(NCCS(=O)(=O)NCCCc1ccccc1)c1ccccc1	-2%	-13%	-2	1%	x	-7%	0%	8%	-0.1%	10%
Cc1ccc(S(=O)(=O)N2CCOCC2)cc1C(=O)Nc1c(C)n(C)n(-c2ccccc2)c1=O	-2%	2%	3	3%	1%	-3%	u	13%	0.0%	4%
O=C(O)CC/C(=C\c1ccc(N2CCOCC2)c([N+](=O)[O-])c1)c1nc2ccccc2s1	-9%	0%	2	-4%	-8%	2%	-21%	17%	-0.1%	-20%
Cn1c(Cn2c(=O)sc3ccccc32)nnc1SCc1ccc(F)cc1	0%	-2%[46.1 µM]	11	-6%	-6%	-1%	11%	-3%	-0.9%	-3%
O=C(NC(=S)N1CCCC(O)C1)c1ccco1 (stereo not given)	-2%	-1%	x	5%	x	-2%	-17%	1%	-0.2%	1%
CCCn1c(SCC(=O)N2CCc3ccccc3C2)nc2c1c(=O)n(C)c(=O)n2C	-4%	7%	1	3%	1%	-3%	-15%	-18%	0.0%	-15%
O=C(NCC1CCCO1)c1ccc2c(=O)n(-c3ccc(F)cc3)c(=S)[nH]c2c1 (stereo not given)	4%	-4%	0	5%	4%	4%	-5%	16%	-0.1%	-1%
Cc1ccc(C(=O)CSC2=C(C#N)C(c3ccco3)CC(=O)N2)c(C)c1 (stereo not given)	-4%	1%	6	-3%	1%	-7%	-28%	0%	-1.4%	-26%
CC1CCCCC12NC(=O)N(CC(=O)Nc1sccc1C(N)=O)C2=O (stereo not given)	-5%	-1%	-3	-4%	x	-5%	7%	10%	-1.0%	-18%
CC1CCN(c2nc(NCc3ccco3)nc(N)c2[N+](=O)[O-])CC1	3%	-7%[46.1 µM]	5	-5%	7%	-1%	-12%	-34%	-0.6%	-24%
C=CCNC(=O)c1cc2nc(C3CC3)cc(C(F)F)n2n1	-3%	-10%	0	4%	u	1%	6%	u	-1.0%	23%
Cc1ccnn1CC(=O)N/N=C/c1ccc([N+](=O)[O-])s1	-7%	5%	-5	25%	1%	-4%	-24%	13µM*	-0.4%	-70%
COc1cc(/C=N/N=C(N)N)ccc1OCc1ccccc1Cl	8%	-180%	-2	-4%	39%[activator]	-4%	-62%[inhibitor]	8%	-1.2%	6%
O=C(Nc1ccccc1N1CCOCC1)c1cc(=O)[nH]c2ccccc12	9%	x	3	-3%	x	-3%	-3%	-1%	-0.2%	-4%
Cc1cccc(C)c1N1CCN(c2nc(N(C)C)oc(=O)c2C#N)CC1	2%	0%	-1	-1%	3%	-1%	11%	3%	-0.3%	1%[1.84 µM]
CN(C)CCCN(C(=O)CCSc1ccccc1)c1nc2cc3c(cc2s1)OCO3	3%	-2%	4	u	34%[activator]	-6%	-72%[inhibitor]	-7%	-0.1%	-4%
COC(=O)c1cn(CC(=O)NCc2cccs2)c2ccccc12	1%	1%	16	u	0%	-1%	4%	u	0.3%	0%
Cc1ccc2nc(SCC(=O)c3ccccc3)nc(=O)n2c1	13%	-2%	-3	u	x	-9%	-3%	u	0.7%	88%
Cc1cc(C(=O)OCC(=O)NCc2ccc(F)cc2)c2ccccc2n1	8%	-6%	u	15%	x	-9%	-8%	-4%	-0.1%	-26%
CCN(CC)CCN1C(=O)c2ccccc2NC1c1ccc(C)cc1 (stereo not given)	0%	4%	-2	3%	0%	-4%	0%	12%	0.2%	-26%
Cc1ccc2nc(/N=C(\N)NC(=O)NC3CCCCC3)nc(C)c2c1	50%	-3%	-3	13%	45%[activator]	-1%	-51%[inhibitor]	-2%	0.1%	-35%
Cc1cc(C(=O)CCl)c(C)n1Cc1ccco1	-14%	-2%	-9	-12%	-2%	-1%	-65%[inhibitor]	u	-0.3%	-76%
COc1cc(CN2CCN(c3ncccn3)CC2)cc(OC)c1	5%	0%	1	-2%	2%	-7%	-16%	-23%	-2.0%	0%
COc1ccc2nc(NC(=O)c3ccccc3F)sc2c1	11%	-4%	u	-7%	1%	0%	u	u	-0.3%	1%
O=C(NCc1ccc(Cl)cc1)c1ccc(CNc2c(N3CCOCC3)c(=O)c2=O)cc1	14%	-6%	2	-2%	-8%	1%	4%	-1%	-0.9%	36%
COc1ccc(NC(=O)Nc2cc3oc4ccccc4c3cc2OC)cc1	-2%	-4%	-4	-4%	20%	-1%	33%	u	-0.2%	-53%
CN(C)c1ccc(/C=C(\C#N)C(=O)NCc2ccco2)cc1	6%	5%[46.1 µM]	1	u	u	x	x	u	-0.8%	x

Record cards, as listed above. Order of screens: A-T KAP1 phos	TCR activator	TRPV1 agonist	p53 reactivation	CXXC DNA block	TSG101-PTAP inh	a7 integrin act	ELG1 repair inh	B2AR arrestin	BRCA1 expr act
Listed for CCN(CC)CCN1C(=O)c2ccccc2NC1c1ccc(C)cc1 (stereo not given) = 0%	4%	-2	3%	0%	-4%	0%	12%	0.2%	-26%
Listed for COc1ccc(NC(=O)Nc2cc3oc4ccccc4c3cc2OC)cc1 = -2%	-4%	-4	-4%	20%	-1%	33%	u	-0.2%	-53%

Next results
SMILES	A-T KAP1 phos	TCR activator	TRPV1 agonist	p53 reactivation	CXXC DNA block	TSG101-PTAP inh	a7 integrin act	ELG1 repair inh	B2AR arrestin	BRCA1 expr act
Nc1c2c(nc3sc4c(c13)CCCCC4)CCCCC2	10%	-4%[46.1 µM]	29	u	u	-2%	19%	u	3.8%	u
O=C(CCCCn1c(=O)c2ccccc2n(Cc2ccc(F)cc2)c1=O)NCc1ccco1	-5%	-2%	15	-4%	33%[activator]	1%	-34%	u	-0.4%	-46%
O=c1[nH]c(CSc2nnc(-c3ccccc3)n2C2CCCCC2)nc2ccccc12	-2%	-3%	-4	-11%	13%	-1%	9%	-16%	-0.3%	-32%
O=C(/C=C/c1ccccc1)Nc1nnc(-c2ccco2)o1	1%	2%	3	4%	11%	1%	14%	-4%	0.0%	-3%
Cc1nc2c(ccc3nc(NC(=O)c4ccc5c(c4)OCCO5)sc32)s1	-1%	18%	-2	u	5%	6%	21%	u	-0.1%	2.8µM*
COc1ccc(CNC(=O)CCNC(=O)N2CCn3c2nc2ccccc23)cc1	4%	2%	1	-5%	11%	-6%	9%	10%	-0.9%	7%

Bioassay records deposited in PubChem by National Center for Advancing Translational Sciences (NCATS).
